Bioassay records as filed in PubChem.
OX1R antag-1: antagonists of human orexin 1 receptor (OX1R); Orexin/Hypocretin receptor type 1 (Homo sapiens), O43613; OX1R-expressing cells, FRET antagonist read-out; inhibition, % at 6.6 µM; hit rate 1.8% among 330,000; AID 485270, 2010; in the data active means inhibition mostly above about 38%, no sharp cut-off; inactive means mostly below about 40%;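 further: 0% = agonist challenge alone and 100% = reference antagonist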
Target sequence (O43613 whole entry, looked up): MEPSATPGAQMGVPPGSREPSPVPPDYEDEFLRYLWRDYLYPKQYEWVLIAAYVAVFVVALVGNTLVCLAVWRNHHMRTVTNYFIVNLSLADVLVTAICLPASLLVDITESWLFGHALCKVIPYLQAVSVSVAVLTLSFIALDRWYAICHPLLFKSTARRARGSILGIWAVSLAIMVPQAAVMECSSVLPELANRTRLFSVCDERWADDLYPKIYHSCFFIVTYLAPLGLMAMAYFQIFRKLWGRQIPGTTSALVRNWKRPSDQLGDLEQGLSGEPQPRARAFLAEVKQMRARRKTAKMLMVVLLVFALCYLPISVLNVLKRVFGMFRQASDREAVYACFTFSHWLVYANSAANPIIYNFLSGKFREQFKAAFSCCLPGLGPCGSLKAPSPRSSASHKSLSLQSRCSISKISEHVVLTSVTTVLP
CHT PAM: CHT positive allosteric modulators, primary screen, cell-based, membrane potential dye, choline EC20; hit rate 0.49% among 310,000; B-score at 10 µM; High affinity choline transporter 1 (Homo sapiens), Q9GZV3; AID 488977, 2010; CHT-expressing cells; hits give high values; LV-AA mutant CHT in HEK293 cells;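 active means initial fluorescence not abnormally high and integrated response B-score, plate-corrected, over 3 SD above library mean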
Target sequence (Q9GZV3 whole entry, looked up): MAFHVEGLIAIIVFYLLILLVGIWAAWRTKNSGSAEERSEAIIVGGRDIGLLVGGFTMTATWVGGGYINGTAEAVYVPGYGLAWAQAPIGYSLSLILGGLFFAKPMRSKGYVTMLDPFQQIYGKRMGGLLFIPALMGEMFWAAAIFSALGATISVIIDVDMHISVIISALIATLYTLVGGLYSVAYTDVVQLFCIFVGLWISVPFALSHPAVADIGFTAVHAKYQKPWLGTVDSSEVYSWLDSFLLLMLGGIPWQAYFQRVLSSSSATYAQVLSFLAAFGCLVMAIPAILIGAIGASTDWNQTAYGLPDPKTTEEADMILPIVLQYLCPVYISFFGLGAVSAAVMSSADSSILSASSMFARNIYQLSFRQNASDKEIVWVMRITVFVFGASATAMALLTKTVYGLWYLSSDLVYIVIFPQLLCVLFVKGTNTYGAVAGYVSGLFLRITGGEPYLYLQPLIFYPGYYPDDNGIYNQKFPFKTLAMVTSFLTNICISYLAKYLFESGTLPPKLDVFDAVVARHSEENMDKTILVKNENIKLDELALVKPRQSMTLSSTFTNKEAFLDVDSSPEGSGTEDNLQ
OX1R antag-2: OX1R (HCRTR1) antagonists, primary screen, fluorescence, CHO/OX1R cells, Fluo-8 calcium, orexin A. AID 434989, 2010. hit rate 0.43% among 330,000. Fluo-8 calcium fluorescence. Orexin/Hypocretin receptor type 1 (Homo sapiens), O43613. inhibition, % at 5 µM;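 active means inhibition above its plate's threshold, mean inhibition of all tested compounds on the plate plus 3 SD, cut at about 37% in these data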;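 further: 0% = orexin A challenge wells and 100% = SB-334867-A antagonist wells; not every result past the cut was called active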
Starred values were filed as active, the others as inactive; i = inactive; / = not tested or not shown.

Sequence of screens – OX1R antag-1, CHT PAM, OX1R antag-2
CC(/C=N/NC(=O)c1cccnc1)=C\c1ccccc1
    16, i, 8
COc1ccc(C=O)cc1OS(=O)(=O)c1ccccc1[N+](=O)[O-]
    11, i, -11
O=S(=O)(c1ccc(-c2nnco2)cc1)N1CCCCC1
    17, i, -12
O=C(CSc1nc(Nc2ccccc2)nc(N2CCOCC2)n1)Nc1ccccc1Cl
    5, i, -19
COc1cc(/C=N/NC(=O)COc2ccccc2[N+](=O)[O-])ccc1OC(=O)c1ccco1
    16, i, -3
CCOc1ncnc2c1[nH]c1ccccc12
    7, i, -8
CCN(CC)C(=O)[C@H]1CC(CC(=O)NC/C=C(\C)CCC=C(C)C)C(=O)N2CCc3c([nH]c4ccc(OC)cc34)[C@]12C (some centres undefined)
    7, /, 14
CN=C1SC(CC(=O)Nc2ccc(C(=O)O)cc2)C(=O)N1C (centres undefined)
    5, i, -15
CCOC(=O)C1C2C=CC3(CN(c4cccc(Cl)c4)C(=O)C13)O2 (centres undefined)
    16, i, 1
O=C(NCc1ccc(-c2csnn2)cc1)c1cccs1
    1, i, -19
COc1ccc(/C(N)=N/OC(=O)Cc2ccc(C)cc2)cc1
    12, i, -2
Cc1cc(C)nc(SCC(=O)Nc2ccc(S(=O)(=O)Nc3ncccn3)cc2)n1
    21, i, -1
O=C(CCSCCC(=O)NCC1CCCO1)NCC1CCCO1 (centres undefined)
    5, i, -10
O=C(Nc1cccnc1)C1CCCN(c2ncnc3c2nc2n3CCCCC2)C1 (centres undefined)
    18, i, -31
OCCC1CN(Cc2cnc(-c3ccccc3)s2)CCN1CCc1ccccc1 (centres undefined)
    14, i, -32
Cc1cccc(NC(=O)CN2CCC(NC(=O)C3CCCCC3)CC2)c1C
    7, i, -16
O=C(NS(=O)(=O)c1ccc2c(c1)OCCO2)c1ccccc1
    5, i, -12
COc1ccc2nc(NC(=O)CSC(C)C(=O)Nc3cc(C)on3)sc2c1 (centres undefined)
    33, i, -23
CNC(=O)CN(Cc1ccccc1)S(=O)(=O)c1ccc(Cl)cc1
    -4, i, -35
CCOC(=O)C1CCN(c2c(Nc3ccc4c(c3)OCCO4)c(=O)c2=O)CC1
    14, i, -9
CCOc1ccc(N=C2SCC(=O)N2CC)cc1
    6, i, -22
O=C(Nc1ccccc1Cl)c1ccc(-c2ccccn2)s1
    25, i, -12
C[C@H](CO)N1C[C@H](C)[C@@H](CN(C)S(=O)(=O)c2ccccc2)Oc2ccc(NS(=O)(=O)c3cccs3)cc2C1=O
    6, /, -17
COc1cc([N+](=O)[O-])ccc1NC(=O)C[n+]1cccc(C)c1
    26, i, -23
Cc1ccc(C)c(CSc2nnc(-c3cccs3)n2Cc2ccco2)c1
    33, 7.1*, -28
CN1C(=O)c2ccccc2Sc2ccc(NC(=O)N3CCCC3)cc21
    4, i, -15
O=C(CN1C(=O)NC2(CCc3ccccc32)C1=O)Nc1ccccc1OC(F)F (centres undefined)
    8, /, -9
COc1cc(C(=O)Nc2ccc(O)cc2)ccc1OC(C)=O
    16, i, -4
Cc1cc(NC(=S)NC(=O)c2ccco2)c2ccccc2n1
    24, i, -32
O=C(Nc1ccccc1)Nc1nnc(CSCc2ccccc2Cl)s1
    35, i, -21
O=c1cc(N2CCN(c3ccc(F)cc3)CC2)[nH]c(=O)n1Cc1ccc(F)cc1
    6, i, -33
CC(=O)c1ccc(NC(=O)C2(S(=O)(=O)c3ccccc3)CC2)cc1
    24, i, -4
CCOC(=O)CCc1c(C)n(CC)c2ncnn2c1=O
    -1, i, 0
C=CCN1C(=O)NC2(O)C(=O)c3ccccc3C12O (centres undefined)
    22, i, -6
O=C(Nc1ccc(F)cc1F)c1sccc1SCc1cccc(C(F)(F)F)c1
    12, i, -31
CN(Cc1ccccc1)C(=O)c1nc2ccccn2c1CNCCOc1cccnc1
    3, i, -24
Cc1cc(C(=O)Nc2ccc(F)c(Cl)c2)on1
    4, i, 6
CC(NC(=O)NC1CCCCC1)C(c1cccs1)N1CCOCC1 (centres undefined)
    11, i, -16
CCOc1ncccc1C(=O)NCCCSc1ccccc1
    24, i, -14
COc1ccc(S(=O)(=O)N2CCN(Cc3ccc(Cl)cc3)CC2)cc1
    27, i, -8
CC1CCc2sc3c(c2C1)c1ncnn1c(=O)n3CC(=O)c1ccc(Br)cc1 (centres undefined)
    -8, i, -18
COc1cccc(N2CCN(c3ccc(N4C(=O)CCC4=O)cc3[N+](=O)[O-])CC2)c1
    38, i, 28
COc1cc(-c2csc(N3CCOCC3)n2)cc(OC)c1OC
    22, i, -20
CCOc1nc(-c2ccncc2)nc2ccccc12
    12, i, -25
COCCNC(=O)CSc1ccccc1C(=O)NC1CCCc2ccccc21 (centres undefined)
    12, i, -25
Cc1ccc(S(=O)(=O)N(C)CC(=O)OCC(=O)NC(=O)NC(C)C)cc1
    16, i, -13
CC(C)CN(C(=O)COc1ccc(Br)cc1C=O)C1CCS(=O)(=O)C1 (centres undefined)
    7, i, -12
Cn1c(=O)c(=O)n(C)c2cc(S(=O)(=O)N3CCCCC3)ccc21
    8, i, -9
O=C(COc1ccc(NC(=O)c2cccs2)cc1)c1ccc(F)cc1
    16, i, -3
CCc1ccc(C(=O)Cn2ncc(Cl)c(Cl)c2=O)cc1
    20, i, -2
O=C(NCCCn1ccnc1)C(=O)NCC1OCCCN1S(=O)(=O)c1ccc(Cl)cc1 (centres undefined)
    30, i, -5
CN(NC(=S)Nc1ccc(OC(F)F)cc1)C(=S)Nc1ccc(OC(F)F)cc1
    8, i, 1
O=c1cnn([C@@H]2O[C@H](CO)[C@@H](O)[C@H]2O)c(=O)[nH]1
    10, i, 8
c1ccc(CN2CCC(N3CCN(Cc4ccc5c(c4)OCO5)CC3)CC2)cc1
    13, i, -8
CC1CCc2c(sc(NC(=S)NC(=O)c3ccccc3)c2C#N)C1 (centres undefined)
    8, i, -12
Cc1cc(Cl)ccc1NC(=O)Cn1cncn1
    10, i, 11
Cc1ccc(C(=O)Nc2nnc(S(=O)(=O)Nc3ccccc3C)s2)cc1C
    23, i, -8
CC[C@]1(C(=O)OC)[C@H]2C(=O)N(C)C(=O)[C@H]2[C@H]2CN=C(SCc3ccc(OC)cc3)N21
    6, /, 2
CC(C)=NNc1nc(-c2ccccc2)c(C)s1
    48, i, -27
COc1ccc(/C=N/c2oc(-c3ccccc3)cc2C#N)cc1
    2, i, -1

(more compounds)
Sequence of screens – OX1R antag-1, CHT PAM, OX1R antag-2
Cc1ccc(S(=O)(=O)c2nnn3c2nc(N2CCOCC2)c2ccccc23)c(C)c1
    29, i, -9
CCn1c(-c2cc(-c3ccccc3)sc2N)n[nH]c1=S
    30, i, -10
CC(=O)c1sc(NC(=O)c2cccs2)nc1C
    8, i, -6
CCN(CC)S(=O)(=O)c1ccc(N2CCCCC2)c(NC(=O)/C(C#N)=C/c2ccc(OC)cc2)c1
    2, i, -16
NS(=O)(=O)c1ccc(N2N=C(c3ccccc3)CC2c2ccccc2Br)cc1 (centres undefined)
    5, /, -21
Cc1ccc(-c2nc3ccccc3c(=O)n2Cc2ccccc2)cc1
    8, i, -28
COc1cccc(-c2cc(C(=O)Nc3ccc(OC)c(OC)c3)no2)c1
    84*, i, 20
COC(=O)c1cccc(C(=O)Nc2cnc3ccccc3c2)n1
    38, i, -39
O=C(CSC1=NS(=O)(=O)c2ccccc2N1)Nc1ccc(F)cc1
    20, i, -12
CC1C(=O)N(c2ccc(S(=O)(=O)N(C)C)cc2)C1(/C=C/c1ccccc1)C(=O)NC1CCCC1 (centres undefined)
    1, i, -33
Cc1ccsc1CN(C)CC(=O)Nc1ccc([N+](=O)[O-])cc1Cl
    35, i, -18
O=C(OCC(=O)N1CCN(Cc2ccccc2)CC1)c1ccc(Cl)cc1
    6, i, -26
COc1ccc(C(=O)Nc2ccc(NC(=O)c3cccs3)cc2)cc1[N+](=O)[O-]
    15, i, -10
COc1ccc(/C=N/NC(=O)c2ccc3c(c2)NC(=O)C(C)(C)O3)cc1OC
    11, i, -2
CCS(=O)(=O)c1nc(S(=O)(=O)c2ccc(C)cc2)c(NCc2ccccn2)s1
    14, i, -43
O=C1CC(c2cccnc2)c2cc3c(cc2N1)OCCO3 (centres undefined)
    15, i, -20
COc1ccccc1NC(=O)CCSc1nnc(-c2ccncc2)o1
    10, i, -8
Cc1nnc(NC(=O)C(C)Sc2nnc(-c3ccco3)n2C)s1 (centres undefined)
    20, i, -1
O=C(COC(=O)c1c2c(nc3ccccc13)CCCCC2)c1ccc(Cl)s1
    22, i, -20
Cc1cccc(C)c1NC(=O)C1CCCNC1 (centres undefined)
    3, i, -16

Compound profiles (already shown):
Shown for Cc1cccc(C)c1NC(=O)C1CCCNC1 (centres undefined) = OX1R antag-1 = 3; CHT PAM = i; OX1R antag-2 = -16
Shown for NS(=O)(=O)c1ccc(N2N=C(c3ccccc3)CC2c2ccccc2Br)cc1 (centres undefined) = OX1R antag-1 = 5; CHT PAM = /; OX1R antag-2 = -21

The list goes on:
Sequence of screens – OX1R antag-1, CHT PAM, OX1R antag-2
Cc1cccc(C(C#N)c2ccc(Cl)nn2)c1 (centres undefined)
    7, i, -21
CC(C)OCCCn1c(=O)c2ccccc2n2c(CCC(=O)NC3CCN(Cc4ccccc4)CC3)nnc12
    8, i, -29
Cc1cc(C)n2nc(SCC(=O)N3CC(C)CC(C)C3)nc2n1 (centres undefined)
    9, /, -21
CN(C(=O)c1ccncc1)c1nnc(-c2cnccn2)s1
    15, i, -14
Cc1c(NC(=O)Nc2cccc(C#N)c2)c(=O)n(-c2ccccc2)n1C
    -3, i, -29
CC(=O)NCCNC(=O)CNC(=O)c1ccc(Cl)cc1
    4, i, -8
COc1cccc(C2CC(c3cccs3)=NN2C(=O)CCC(=O)O)c1OC (centres undefined)
    15, i, -20
Cc1cccc(C)c1NC(=O)CSc1ncnc2nc[nH]c12
    11, i, -18
O=C(Nc1cccnc1)c1cccc(F)c1
    3, i, -9
Cc1ccc(/C=C/C(=O)NCc2cccs2)o1
    18, i, -13
COc1ccc(NC(=O)c2cc(Cl)ccc2Cl)c([N+](=O)[O-])c1
    24, i, 5
COc1ccc(C2C(C(=O)/C=C/c3ccco3)=C(O)C(=O)N2CCN2CCOCC2)cc1 (centres undefined)
    7, i, -3
O=[N+]([O-])c1cc(C(F)(F)F)ccc1Sc1nccn1Cc1ccccc1
    15, i, -28
CC1=CC(C)(C)n2c(O)c(N=N)c3c(C)ccc1c32
    6, i, -23
CC(=O)Nc1ccc(OCC(O)Cn2cncn2)cc1 (centres undefined)
    0, i, 4
COCCOc1ccc(C(F)(F)F)cc1NC(=O)CN1C(=O)NC2(CCCc3ccccc32)C1=O (centres undefined)
    10, /, 4
COc1cccc(CN2CCC(C(=O)N3CCN(c4ccccc4F)CC3)CC2)c1OC
    8, i, -18
COc1ccc(Cl)cc1NC(=O)Cn1nc(-c2ccc(C)cc2)n(C)c1=S
    22, i, -23
CC(C)N(Cc1ccccc1)C(=O)CN1C(=O)NC2(CCOc3ccccc32)C1=O (centres undefined)
    12, /, 35
COc1ccc(F)cc1C(=O)C1CCCN(Cc2cccn2-c2ccccn2)C1 (centres undefined)
    8, 16*, -18

Retrieved one by one from above:
Sequence of screens – OX1R antag-1, CHT PAM, OX1R antag-2
CC(=O)NCCNC(=O)CNC(=O)c1ccc(Cl)cc1
    4, i, -8
O=[N+]([O-])c1cc(C(F)(F)F)ccc1Sc1nccn1Cc1ccccc1
    15, i, -28
CC(C)OCCCn1c(=O)c2ccccc2n2c(CCC(=O)NC3CCN(Cc4ccccc4)CC3)nnc12
    8, i, -29

Next section
Sequence of screens – OX1R antag-1, CHT PAM, OX1R antag-2
COc1ccc(NC(=O)CCSc2ccc(C)cc2)cc1
    15, i, -37
Cc1ccc(S(=O)(=O)Nc2cccc3cccnc23)cc1
    19, i, 27
CCCCC(=O)Nc1nnc(SCC(=O)Nc2ccc(OC)cc2)s1
    16, i, -2
O=C(C=C1NCCN1)c1ccccc1
    6, i, -12
CCN(C(=O)c1ccc(S(C)(=O)=O)cc1)C12CC3CC(CC(C3)C1)C2
    9, i, -22
COC(=O)c1oc2ccc(Cl)cc2c1N
    25, i, -15
O=C(/C=C\c1ccc(-c2cccc([N+](=O)[O-])c2)o1)N1CCOCC1
    10, i, -23
COc1ccc2cc3cc(C(=O)N4CCCCC4C)oc3nc2c1 (centres undefined)
    32, i, -17
COc1ccc(NC(=O)Oc2cc(C)ccc2C(C)C)cc1
    14, i, -2
CN1CCN(C(CNS(=O)(=O)c2ccc(F)cc2)c2cccnc2)CC1 (centres undefined)
    2, i, 9
O=C(Cn1[nH]c(=O)c2ccccc2c1=O)NC1CCCCCC1
    19, i, -6
Cc1cccc2cc(COC(=O)c3ccccn3)c(=O)[nH]c12
    16, i, -11
O=[N+]([O-])c1ccc2[nH]c3nc4ccccc4nc3c2c1
    13, i, -23
O=C(CSc1nncs1)Nc1ccc2c(c1)OCCO2
    4, i, -10
COC(=O)C1CCCN1C(=O)COc1ccc(Cl)cc1Br (centres undefined)
    4, i, -18
O=C(Nc1ccccc1)NC1CCCCC1
    7, i, -7
